KCNQ1 act: human KCNQ1 channel potentiation or activation; 310,000 compounds, 0.35% hits; CHO-K1 KCNQ1, thallium flux FluxOR fluorescence; hits give high values; AID 2648; B-score at 10 µM;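 active means fluorescence ratio B-score, a plate-corrected score, at least three library SD, with initial intensity B-score within 5 SD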
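assay system = KCNQ1-transfected CHO-K1 cells | medium = assay buffer with matched DMSO | probe or stimulus = depolarizing K+/Tl+ stimulus, K2SO4 and Tl2SO4 each 12.5 mM in 5x stock | dosing = single dose | incubation = dye 90 min, compound 20 min, room temperature | detection = kinetic FluxOR fluorescence, 10 s baseline plus 110 s post-stimulus | evaluation = ratio B score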
HDAC3 inh: human HDAC3 inhibition. O15379. recombinant HDAC3, fluorogenic peptide/trypsin coupled, fluorescence. inhibition, % at 8.3 µM. 320,000 compounds, 0.15% hits. AID 2718; in the data active means inhibition above about 26%, passing the limit was not always enough
KCNQ1 inh: human KCNQ1 channel inhibition; P51787; CHO-K1 KCNQ1, FluxOR thallium flux fluorescence; hits give high values; B-score at 10 µM; 310,000 compounds, 1.3% hits; AID 2642;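 active means compounds whose thallium flux B-score, printed positive for inhibition, exceeds three library SD while starting fluorescence stays within three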;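 further: channel opened by potassium depolarization with thallium stimulus after 20 min compound exposure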
RGS4 act: RGS4 potentiation or activation; HEK293 M3R/inducible RGS4, carbachol calcium flux Fluo4; hits give low values; B-score at 10 µM; 310,000 compounds, 0.92% hits; AID 463111;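 active means B-score of the integrated calcium signal more than 4 SD below the library mean, with starting fluorescence not abnormally high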;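 further: negative B-score means reduced calcium response which marks RGS4 activation or potentiation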
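Test system: HEK293 cells with stable M3R and inducible RGS4; also added: carbachol at ECmax as muscarinic agonist stimulus; schedule: dye loading 30 min 37 °C, buffer rest 30 min RT; technique: kinetic calcium fluorescence imaging with Fluo4-AM dye, 2 µM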
DYRK1A inh: inhibitors of rat Dyrk1A kinase | Q63470 | ADP-Glo luminescence, NFATc1 peptide | inhibition, % at 12.5 µM | 310,000 compounds, 0.43% hits | AID 504441; in the data active means inhibition above about 50%;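 further: plate controls were vehicle with enzyme for no effect and no enzyme for full effect; many of its hits are not listed in these tables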
KCNK9 block: blocks the human KCNK9 two-pore domain potassium channel. Q9NPC2. HEK293 KCNK9, FluxOR thallium flux fluorescence; hits give low values. B-score at 10 µM. 310,000 compounds, 1.2% hits;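 active means ratio B-score over 3 SD below the library mean, with starting fluorescence within 5 SD of its mean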;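 further: negative B-score means less thallium flux so channel inhibition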
Target sequence (Q9NPC2 whole entry, looked up, the tested form may be a part): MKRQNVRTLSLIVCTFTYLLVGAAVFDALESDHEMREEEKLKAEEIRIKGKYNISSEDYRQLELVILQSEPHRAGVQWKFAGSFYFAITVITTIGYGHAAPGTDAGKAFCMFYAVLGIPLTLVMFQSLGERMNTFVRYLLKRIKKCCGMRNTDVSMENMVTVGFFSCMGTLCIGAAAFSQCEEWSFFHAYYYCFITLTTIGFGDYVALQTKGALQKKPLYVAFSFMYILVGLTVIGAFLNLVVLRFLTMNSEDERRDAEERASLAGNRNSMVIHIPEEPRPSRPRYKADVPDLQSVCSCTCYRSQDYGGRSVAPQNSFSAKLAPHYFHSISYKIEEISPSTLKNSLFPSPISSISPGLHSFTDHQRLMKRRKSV
GSK3B inh: inhibitors of human GSK3beta kinase | GST-GSK3beta kinase, ADP-Glo luminescence, 60 min; hits give low values | activity score (negative = inhibition), % at 10 µM | 300,000 compounds, 0.038% hits;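 active means more than half of replicate wells score below -50%, meaning over 50% inhibition versus plate controls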;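 further: 0% = median DMSO wells and -100% = median GW8510 positive control wells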
Target sequence (P49841 whole entry, looked up): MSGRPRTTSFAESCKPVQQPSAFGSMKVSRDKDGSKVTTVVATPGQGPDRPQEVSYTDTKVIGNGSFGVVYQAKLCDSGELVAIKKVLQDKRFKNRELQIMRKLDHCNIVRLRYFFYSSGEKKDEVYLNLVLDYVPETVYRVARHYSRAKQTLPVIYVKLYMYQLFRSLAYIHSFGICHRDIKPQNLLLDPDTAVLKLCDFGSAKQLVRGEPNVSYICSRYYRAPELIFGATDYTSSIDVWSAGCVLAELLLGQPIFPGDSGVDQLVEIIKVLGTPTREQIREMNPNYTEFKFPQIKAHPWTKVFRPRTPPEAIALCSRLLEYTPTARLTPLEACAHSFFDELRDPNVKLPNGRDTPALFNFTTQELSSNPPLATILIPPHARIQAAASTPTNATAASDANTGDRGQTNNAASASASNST
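Assay system: GST-tagged human GSK3beta kinase, cell-free; Input: 1.6 ng GSK3beta; Medium: Tris/MgCl2 kinase buffer; Timing: 60 min enzyme reaction, room temperature; Signal: ADP-Glo luminescence quantifying ADP generated by kinase; Evaluation: score relative to plate controls; Benchmarks: DMSO neutral wells and GW8510 at 20 µM as positive.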
KCNK3 inh: human KCNK3 channel inhibition, primary screen. O14649. 340,000 compounds, 0.84% hits. AID 602410. CHO-KCNK3 thallium flux, FluxOR fluorescence; hits give low values. B-score at 10 µM;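 active means B-score under library mean minus 4 SD, starting fluorescence ratio at most library mean plus 5 SD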;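 further: more negative B-score means stronger inhibition of thallium flux through KCNK3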
hERG rescue: shields human hERG channel from block by proarrhythmic agents; Q12809; CHO-hERG, FluxOR thallium flux, dofetilide IC70 present; activation (rescue from dofetilide block), less the hit threshold, % at 10 µM; 310,000 compounds, 0.51% hits; AID 1511;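 active means activation above the mean of controls blocked by dofetilide plus 5 SD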;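 further: thallium influx through hERG after potassium depolarization seen as dye fluorescence rise; in these data hits start at about 4.7%; inactives centre near -7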
GSK3 alpha inh: human GSK-3 alpha kinase inhibition. P49840. ADP-Glo luminescence, 60 min. inhibition, % at 10 µM. 320,000 compounds, 0.1% hits;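 in the data active means inhibition above about 50%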;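 further: GST-tagged GSK-3 alpha with peptide substrate and 25 µM ATP; 0% = DMSO neutral wells and 100% = GW8510 positive control wells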
PolyA inhibitor: yeast polyadenylation inhibition; S. cerevisiae SKY197-pL101 polyadenylation reporter, beta-gal luminescence; efflux-impaired pdr1/pdr3 knockout yeast; score 100 = 6 SD above DMSO; calls only at 12 µM; AID 1875; 300,000 compounds, 0.02% hits;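 active means lowest replicate activity score at least 50, where 100 means six control SD above control mean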;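 further: yeast exposed to compound for 9 h at 30 °C; higher score means more reporter readthrough which indicates perturbed polyadenylation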
* hit, by the source's call; i = inactive; / = no result given. These rows are one share of the data. The share of hits here may be higher or lower than overall.

SMILES	KCNQ1 act	HDAC3 inh	KCNQ1 inh	RGS4 act	DYRK1A inh	KCNK9 block	GSK3B inh	KCNK3 inh	hERG rescue	GSK3 alpha inh	PolyA inhibitor
CCCOc1ccccc1NC(=O)/C=C/C(N)=O	i	5	i	i	4	i	-10	i	-12	-3	i
O=C(CCS(=O)(=O)c1ccc2c(c1)NC(=O)CS2)NCc1cccs1	i	17	i	i	-1	i	-4	i	-10	-2	i
Cc1[nH]c(=O)c(C#N)c(C)c1CCC(=O)NCc1cccc(C(F)(F)F)c1	i	0	i	i	-3	i	0	i	-6	0	i
O=C(Nc1cccc(F)c1)c1ccc(S(=O)(=O)NCC2CCCO2)cc1 (centres undefined)	i	14	i	i	21	i	3	i	-1	-3	i
CCOC(=O)c1nnn(-c2nonc2N)c1COc1ccc(F)cc1	i	5	i	i	2	i	5	i	-14	14	i
S=c1[nH]nc(-c2ccncc2)n1/N=C/c1ccccc1Cl	i	1	i	i	/	i	1	i	-5	0	i
CCc1cc(=O)[nH]c(SCC(=O)Nc2ccc3c(c2)OCCO3)n1	i	/	i	i	14	i	1	i	-1	/	i
Cc1ccsc1/C=N/NC(=O)C(N)=O	i	9	i	i	6	i	2	i	4.7*	-6	i
COc1cccc(C(=O)N[C@@H](CCSC)c2nc3ccccc3[nH]2)c1	i	-5	i	i	2	i	-8	i	-12	-5	i
O=c1[nH]c(/C=C\c2ccc(O)cc2)nc(O)c1[N+](=O)[O-]	i	5	i	i	3	i	0	i	-9	6	i
O=C(NNC(=O)c1ccccc1C(=O)O)c1ccc(O)cc1	i	-8	i	i	4	i	1	i	-6	2	i
COc1ccc(CC(=O)NCc2nnc(SCC(=O)Nc3nccs3)n2-c2ccccc2)cc1	i	1	i	i	1	i	-6	i	-10	4	i
COc1ccccc1N1CC(O)=C(c2nc3ccccc3c(=O)[nH]2)C1=N	i	-17	i	i	9	i	0	i	-6	6	i
COc1ccc(Br)cc1/C=N/n1c(C)nnc1C	i	2	i	i	0	i	0	i	-7	4	i
O=c1cc(CN2CCN(S(=O)(=O)c3ccc4ccccc4c3)CC2)nc2sccn12	i	-4	i	i	-6	i	-1	i	-5	1	i
CN(C(=O)/C=C/c1ccccc1)C1CCCCC1	i	3	i	i	/	i	3	i	-3	0	i
O=c1c2c3c(sc2ncn1/N=C/c1cccnc1)CCCC3	i	-15	i	i	1	i	-3	i	-12	-2	i
COc1ccc(OCC(O)CNS(=O)(=O)c2cccc(Cl)c2)cc1 (centres undefined)	i	5	i	i	/	i	3	i	-5	0	i
COC(=O)[C@@H](NC(=O)Nc1ccc(OC(F)(F)F)cc1)C(C)C	i	6	i	i	11	i	8	i	-4	0	i
COc1ccc(C(=O)N=C2SC3CS(=O)(=O)CC3N2c2ccccc2)cc1OC (centres undefined)	i	1	i	i	1	i	2	i	-6	-1	i
CC1=NN(C(=O)COc2ccc(C)c(C)c2)C(O)(c2ccc(Cl)cc2)C1 (centres undefined)	i	6	i	i	2	-14*	6	i	-5	5	i
O=C(CSc1nnc(C2COc3ccccc3O2)o1)N1CCCC1 (centres undefined)	i	-6	i	i	8	i	11	i	-11	1	i
CSc1ncccc1C(=O)OCC(=O)N(C)C	i	-3	i	i	-6	i	1	i	-3	-1	i
Cc1occc1-c1nnc(SCC(N)=O)o1	i	1	i	i	3	i	-5	i	-11	2	i

Reprinted at random: five records from the list.
SMILES	KCNQ1 act	HDAC3 inh	KCNQ1 inh	RGS4 act	DYRK1A inh	KCNK9 block	GSK3B inh	KCNK3 inh	hERG rescue	GSK3 alpha inh	PolyA inhibitor
O=C(NNC(=O)c1ccccc1C(=O)O)c1ccc(O)cc1	i	-8	i	i	4	i	1	i	-6	2	i
COc1ccc(CC(=O)NCc2nnc(SCC(=O)Nc3nccs3)n2-c2ccccc2)cc1	i	1	i	i	1	i	-6	i	-10	4	i
Cc1occc1-c1nnc(SCC(N)=O)o1	i	1	i	i	3	i	-5	i	-11	2	i
O=c1c2c3c(sc2ncn1/N=C/c1cccnc1)CCCC3	i	-15	i	i	1	i	-3	i	-12	-2	i
CC1=NN(C(=O)COc2ccc(C)c(C)c2)C(O)(c2ccc(Cl)cc2)C1 (centres undefined)	i	6	i	i	2	-14*	6	i	-5	5	i

Next part
SMILES	KCNQ1 act	HDAC3 inh	KCNQ1 inh	RGS4 act	DYRK1A inh	KCNK9 block	GSK3B inh	KCNK3 inh	hERG rescue	GSK3 alpha inh	PolyA inhibitor
CCN(CC)C(=O)Oc1ccc2oc(=O)cc(-c3cc4cccc(OC)c4o3)c2c1	i	-4	i	-7.2*	34	-18*	2	-10*	-17	4	i
CN1CCN(C(=O)c2cc(Cl)cc(Cl)c2)CC1	i	-2	i	i	14	i	0	i	-8	-1	i
CC(C)CN(C(=O)CSc1nnnn1-c1ccccc1)c1c(N)n(CC(C)C)c(=O)[nH]c1=O	i	-1	i	i	0	i	4	i	-6	0	i
CC(C)(CNC(=O)c1ccc(S(=O)(=O)Nc2ccccc2F)cc1)N1CCOCC1	i	-1	i	i	/	i	1	i	-9	1	i
O=C(Nc1ccccc1)c1ccc[n+](Cc2ccc([N+](=O)[O-])cc2)c1	i	-1	i	i	0	i	3	i	-7	5	i
CN(Cc1ccccc1)C(=O)C1CCN(S(=O)(=O)c2cccc3nonc23)CC1	i	5	i	i	7	i	1	i	-7	-3	i
O=C(CS(=O)(=O)Cc1ccccc1)Nc1nnc(C2CCCCC2)s1	i	1	i	i	-3	i	5	i	-11	-6	i
O=C(COc1ccccc1)NCc1ccccc1	i	-11	i	i	-6	i	1	i	-9	2	i
COCc1cc(=O)[nH]c2cc(NC(=O)C(F)(F)F)c(C)cc12	i	-7	i	i	8	i	3	i	-12	-1	i
O=C(c1ccccn1)N1CCCC(N2CCN(c3ccccc3)CC2)C1 (centres undefined)	i	-2	i	i	2	i	1	i	-5	-1	i
CC(C)CCOP(=O)(c1ccc(N(C)C)cc1)C(O)c1ccccn1 (centres undefined)	i	-2	i	i	-1	i	3	i	-14	-2	i
NS(=O)(=O)c1cccc(NC(=O)CSc2nc3nc(-c4cccs4)cc(C(F)(F)F)c3c(=O)[nH]2)c1	i	-15	i	i	-5	i	1	i	-12	15	i
Cc1ccc(/C=C2\SC(N3CCCC3)=NC2=O)cc1	i	11	i	i	/	i	1	/	-12	-2	i
COC(=O)c1ccc(OCCCCN(C)Cc2ccccc2)cc1	i	-4	i	i	0	i	1	i	-3	-2	i
O=S(=O)(c1ccc(S(=O)(=O)N(Cc2ccco2)Cc2ccccc2Cl)cc1)N1CCCC1	i	-3	i	i	2	i	3	i	-4	7	i
O=C1C=C(NCCc2ccccc2)C2(CCCCC2)O1	i	-2	i	i	-2	i	4	i	-10	-2	i
CN1CCc2nc(NC(=O)c3cccc(S(=O)(=O)N4CCc5ccccc54)c3)sc2C1	i	-1	i	i	3	i	/	i	-10	-1	i
COc1ccc(NC(=O)/C(=C\c2ccc(OS(=O)(=O)c3ccc(C)cc3)cc2)NC(=O)c2ccccc2)cc1	i	5	i	i	5	i	-4	i	-10	0	i
Cc1cc(=O)[nH]c2c1c(C)nn2C1CCCC1	i	-2	i	i	27	i	/	i	-9	2	/
Cn1cnnc1SCc1ccc(F)c2ccccc12	i	5	i	i	6	i	-2	i	-8	-2	i
CC1CC1C(=O)OCC(=O)NCc1ccc(Cl)cc1Cl (centres undefined)	i	0	i	i	-11	i	-3	i	-8	-2	i
CCOC(=O)CC(=O)CSc1nc2c(sc(=S)n2-c2ccc(C)c(C)c2)c(=O)[nH]1	i	2	i	i	-1	i	3	i	-9	-1	i
COC(=O)[C@H]1C[C@@H]1[C@H](NC(=O)c1cc(C)on1)c1ccccc1	i	-4	i	i	9	i	-2	i	-10	7	i
CC(=O)NC1C(=O)N=C(SCC(=O)Nc2sc3c(c2C#N)CCCCCC3)NC1=O (centres undefined)	i	-2	i	i	0	i	1	i	0	-2	i
COc1ccc(C)cc1NC(=O)C1CCN(C(=O)Cc2ccccc2)CC1	i	1	i	i	/	i	0	i	-13	0	i
COc1ccccc1C(=O)N/N=C1/NC(=O)CC(C(=O)Nc2ccccc2)S1 (centres undefined)	i	-2	i	i	9	i	13	i	-9	-4	i
COc1ccc(C(=O)n2c(N)nc3ccccc32)cc1OC	i	11	i	i	37	i	0	i	-8	0	i
CN1CCC(OC(=O)c2ccc(Br)cc2)CC1	i	0	i	i	7	i	3	i	-17	1	i
COc1ccc(OC)c(-c2nn(-c3ccccc3)cc2C(=O)NCC(c2cccs2)N2CCOCC2)c1 (centres undefined)	i	-2	i	i	-3	i	-2	i	-15	0	i
CC(C)=C(NC(=O)c1ccccc1)C(=O)N/N=C(\C)c1ccccc1O	i	5	i	i	2	i	3	i	0	-1	i
CCN(CC)CCNc1nc2c(c(=O)[nH]c(=O)n2C)n1CCCc1ccccc1	i	5	i	i	-3	i	3	i	-8	-2	i
Cc1cc(=O)oc2cc3oc(=O)cc(C)c3cc12	i	-5	i	i	1	i	-1	i	-10	2	i
O=C(NCC1CCCO1)c1ccccc1NC(=O)c1cccc2ccccc12 (centres undefined)	i	0	i	i	0	i	-6	i	-24	0	i
CCOC(=O)C1CCCN(CCC(=O)Nc2ccc(Br)c(C)c2)C1 (centres undefined)	i	0	i	i	/	i	-1	i	-7	10	i
Cc1ccc(C(=O)c2ccccc2C(=O)O)s1	i	0	i	i	-5	i	0	i	-2	-7	i
COC(=O)c1ccc(CNC(=O)c2ccc3c(c2)OCCO3)cc1	i	3	i	i	-2	i	-2	i	-3	-2	i
O=C(CSc1nnnn1-c1cccc(O)c1)NC1CC1	i	4	i	i	8	i	0	i	-4	1	i
NC(=O)C1CCN(C(=O)CSc2nc3ccccc3[nH]2)CC1	i	2	i	i	-24	i	-4	i	-7	1	i
CCN(Cc1ccccc1)S(=O)(=O)c1cc(C(=O)OC)n(C)c1	i	0	i	i	8	i	-3	i	-3	-4	i
COc1cccc(-c2ncc3ccccn23)c1	i	4	i	i	6	i	3	i	-8	2	i
O=C(CN1C(=O)/C(=C/c2cccc(Br)c2)SC1=S)N1CCCC1	i	2	i	i	-9	i	-3	i	-4	-1	i
Cc1cc(Sc2ccc([N+](=O)[O-])cn2)ccc1Br	i	-3	i	i	3	i	3	i	-7	0	i
